Screens (PubChem)
ERa coact pot: enhancers of ERα–SRC-1 coactivator binding, primary screen, biochemical, TR-FRET, ERα LBD, low estradiol; AID 639, 2007; TR-FRET ERalpha-LBD/SRC-Cy5 coactivator binding, 2 h; 100 = basal binding, no effect; coactivator binding (% of control), % at 25.6 µM; 86,000 compounds, 1.3% hits; in the data active means activity above about 200%;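 further: binding measured in presence of low estradiol as agonist stimulus; 0% = peptide alone without receptor and 100% = receptor with peptide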
PLAP act: PLAP enzyme activators, biochemical, luminescence, HTS. Alkaline phosphatase, placental type (Homo sapiens), P05187. purified PLAP enzyme, luminescent substrate read-out; hits give high values. activation fold at 20 µM. 96,000 compounds, 1.2% hits; in the data active means activation fold above about 2
Target sequence (P05187 whole entry, looked up): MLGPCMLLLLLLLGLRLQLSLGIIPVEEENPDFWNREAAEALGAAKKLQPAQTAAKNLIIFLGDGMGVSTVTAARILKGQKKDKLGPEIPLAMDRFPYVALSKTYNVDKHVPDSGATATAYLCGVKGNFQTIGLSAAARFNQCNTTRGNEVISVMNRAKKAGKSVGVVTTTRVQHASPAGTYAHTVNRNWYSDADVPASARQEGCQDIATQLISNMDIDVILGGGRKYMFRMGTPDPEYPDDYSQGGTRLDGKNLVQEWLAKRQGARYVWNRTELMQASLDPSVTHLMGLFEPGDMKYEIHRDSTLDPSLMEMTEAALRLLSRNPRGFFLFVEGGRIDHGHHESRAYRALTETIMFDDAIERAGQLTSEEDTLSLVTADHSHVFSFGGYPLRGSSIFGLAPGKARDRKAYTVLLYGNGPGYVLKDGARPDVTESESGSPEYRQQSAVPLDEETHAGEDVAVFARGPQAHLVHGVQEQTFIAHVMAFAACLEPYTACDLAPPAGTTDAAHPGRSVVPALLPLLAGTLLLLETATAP
ERb SRC1 inh: inhibitors of ERβ-SRC1 coactivator interaction, primary screen, biochemical, TR-FRET, ERβ LBD, SRC-1 peptide; Estrogen receptor beta (Homo sapiens), Q92731; TR-FRET ER-beta LBD / SRC1-Cy5 peptide binding; receptor agonist-loaded with 1 µM estradiol; inhibition, % at 25.6 µM; 86,000 compounds, 1.3% hits;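 active means compounds whose percent inhibition of the receptor-coactivator binding signal exceeds about 50% in the single-dose screen, limit read from the data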;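 further: 0% = receptor plus peptide wells without compound and 100% = peptide-only wells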
Target sequence (Q92731 whole entry, looked up, the tested form may be a part): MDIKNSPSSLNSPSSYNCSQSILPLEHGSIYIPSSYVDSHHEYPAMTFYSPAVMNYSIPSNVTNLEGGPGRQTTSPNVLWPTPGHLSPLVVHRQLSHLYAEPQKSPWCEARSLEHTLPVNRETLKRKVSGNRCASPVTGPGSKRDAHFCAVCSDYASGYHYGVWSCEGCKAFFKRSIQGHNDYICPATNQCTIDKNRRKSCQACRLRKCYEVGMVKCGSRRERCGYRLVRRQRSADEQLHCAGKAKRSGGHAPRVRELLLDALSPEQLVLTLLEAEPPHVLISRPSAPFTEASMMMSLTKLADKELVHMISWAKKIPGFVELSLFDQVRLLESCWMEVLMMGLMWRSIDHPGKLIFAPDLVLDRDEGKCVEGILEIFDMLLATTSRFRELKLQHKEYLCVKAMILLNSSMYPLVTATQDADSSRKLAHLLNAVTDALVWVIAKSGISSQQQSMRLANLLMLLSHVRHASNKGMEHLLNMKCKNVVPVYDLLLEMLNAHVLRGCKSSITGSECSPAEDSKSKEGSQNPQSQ
ERa coact inh: ERα–SRC-1 coactivator interaction inhibitors, primary screen, biochemical, TR-FRET, ERα LBD, estradiol-bound; AID 629, 2007; TR-FRET ER-alpha LBD / SRC-1 peptide; Estrogen receptor (Homo sapiens), P03372; 86,000 compounds, 1.7% hits; inhibition, % at 25.6 µM; in the data active means inhibition above about 50%;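 further: 0% = receptor plus peptide control and 100% = peptide only without receptor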
Mac1 fbg enh: enhancers of CD11b/CD18 adhesion to fibrinogen, primary screen, K562 cells, luminescence. activation, % at 10 µM. ATPlite luminescence. Integrin beta-2 (Homo sapiens) + Integrin alpha-M (Homo sapiens), P05107+P11215. 93,000 compounds, 0.07% hits;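 active means 10 µM primary screen giving 50% or more activity, confirmed by 40% or more on retest at that dose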; further: strong numbers were not always called active; reference of the scale not given here
E coli WT exp: growth inhibitors of wild-type E. coli, primary screen, strain BW25113, expanded library, OD600; OD600 absorbance; growth inhibition, % at 100 µM; 98,000 compounds, 0.15% hits;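 active means growth inhibition above about 50% at one test dose, limit read from the data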;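 further: growth measured after 20 h incubation at 37 °C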
MT1-MMP txn act: MT1-MMP promoter reporter activation – cell-based, luciferase luminescence, primary screen; HT1080 MT1-MMP promoter luciferase reporter, overnight; hits give high values; activation factor at 10 µM; AID 750, 2007; 86,000 compounds, 0.16% hits;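 active means activation factor of at least 2 for MT1-MMP transcription at 10 µM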
FAK blocker: FAK kinase inhibitors, primary screen, biochemical | inhibition, %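 (tested at 7 µM)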 | 97,000 compounds, 0.84% hits | AID 727, 2007 | biochemical FAK kinase activity assay; in the data active means inhibition above about 19%;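 further: 0% = DMSO and 100% = reference compound high control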
Mac1 fbg inh: inhibitors of CD11b/CD18 adhesion to fibrinogen, primary screen, K562 cells, luminescence. 93,000 compounds, 0.54% hits. ATPlite luminescence; Mn2+ added to activate the integrin. Integrin beta-2 (Homo sapiens) + Integrin alpha-M (Homo sapiens), P05107+P11215. inhibition, % at 10 µM;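 active means primary inhibition of 50% or more at 10 µM, then 40% or more on retest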; further: some results filed as inactive read as strong as hits
An asterisk follows results filed as active; x = no result given; [ ] = another dose, or the depositor's remark.

SMILES	ERa coact pot	PLAP act	ERb SRC1 inh	ERa coact inh	Mac1 fbg enh	E coli WT exp	MT1-MMP txn act	FAK blocker	Mac1 fbg inh
O=Cc1ccc2noc(-c3ccc(F)cc3)c2c1	68[fluorescence artefact?]	0.9	17	15	-4	4	1.1	34*	12
CCOc1ncccc1C(=O)OCc1cc(=O)oc2c(C)c(C)ccc12	287*[fluorescence artefact?]	0.9	44[fluorescence artefact?]	48[fluorescence artefact?]	-6	-10	1.4	x	-11
CCN1CCN(C(=O)C2CCC(CNS(=O)(=O)c3ccccc3)CC2)CC1 (stereo unspecified)	101	1.8	-1	-5	-4	1	1.2	2	-4
Cc1ccc(S(=O)(=O)N2CCSC2)cc1C	105	0.8	-3	-12	1	-2	0.9	1	0
c1ccc(Cn2c(CSc3nnnn3-c3ccccc3)nc3ccccc32)cc1	73[fluorescence artefact?]	0.9	18	64*[fluorescence artefact?]	-4	-10	1.1	12	-4
CCOC(=O)CC(=O)CSc1nc(C)cc(-c2cccnc2)c1C#N	142	0.8	-6	-1	1	-2	1.1	1	-8
C/C(N)=C(/C#N)C(=O)CSc1nnc(Cc2ccccc2F)n1N	33[fluorescence artefact?]	0.8	81*	69*	-2	6	1.1	5	-9
Cc1ccc(CC(=O)NCCS(=O)c2ccc(Cl)cc2)cc1 (stereo unspecified)	x	0.9	x	x	0	6	x	-1	-6
CCC(C)N(C(=O)COC(=O)Cc1n[nH]c(=O)c2ccccc12)C1CCS(=O)(=O)C1 (stereo unspecified)	115	1.2	-9	-4	5	7	1.1	-5	23
COc1ccc(S(=O)(=O)NCCc2ccc(F)cc2)cc1	105	0.5	-12	-8	4	6	1.2	-1	-41

Results in Mac1 fbg inh and FAK blocker, for some of the entries so far:
molecule | Mac1 fbg inh | FAK blocker
CCOC(=O)CC(=O)CSc1nc(C)cc(-c2cccnc2)c1C#N | -8 | 1
C/C(N)=C(/C#N)C(=O)CSc1nnc(Cc2ccccc2F)n1N | -9 | 5

Further entries:
SMILES	ERa coact pot	PLAP act	ERb SRC1 inh	ERa coact inh	Mac1 fbg enh	E coli WT exp	MT1-MMP txn act	FAK blocker	Mac1 fbg inh
CCc1ccccc1NC(=O)Cn1nnc(-c2cccs2)n1	122	0.9	-1[fluorescence artefact?]	6[fluorescence artefact?]	-1	-6	1.1	2	2
CC(C)n1cc(C(=O)c2cc(Br)ccc2O)cc(C#N)c1=O	98	1.4	-5	5	-2	-2	0.9	-1	0
COCCOCCOCCC(=O)NC1CC2CCC1(C)C2(C)C (stereo unspecified)	105	1.3	1	-4	0	0	1.1	-1	4
CC(C)CCN1CC(C(=O)NCc2ccc(F)cc2)CC1=O (stereo unspecified)	98	1	4	3	-1	6	1.1	x	-11
c1ccc2c(c1)NC(CN1CCOCC1)CO2 (stereo unspecified)	117[fluorescence artefact?]	0.8	-10	-10	-2	1	1.2	5	-3
O=C(CNc1ccccc1)Nc1ccc(F)cc1	96	1.1	-14	-5	7	14	1.7	4	-5
O=C(C1CCN(S(=O)(=O)c2cccc3nsnc23)CC1)N1CCc2ccccc21	113	1.3	-5	-4[fluorescence artefact?]	x	-6	1.1	-2	x
CC(C)C(NC(=O)c1cccs1)c1nnc(SCC(=O)Nc2nccs2)n1C (stereo unspecified)	97	0.9	-4	3	3	-1	1.1	-2	-16
COc1ccc(NC(=O)c2c(C)cc(=O)oc2C)c(OC)c1	97	1	11	18	-1	-4	1	1	-14
Cc1snc(S(=O)(=O)Cc2ccccc2Cl)c1C#N	x	1	x	x	-2	1	x	0	-3
CC(C)(C)C1CCC(=NNc2ncc(C(F)(F)F)cc2Cl)CC1 (stereo unspecified)	x	0.8	x	x	3	23	x	0	4
Nc1ncnc(Nc2cccc(C(F)(F)F)c2)n1	92	1	-8	-4	x	6	1.2	13	x
COC(=O)C(NS(C)(=O)=O)(c1c(C)[nH]c2ccccc12)C(F)(F)F (stereo unspecified)	115	1	-1	2	-5	8	1.1	4	2
CCSc1nnc([C@H](C)NC(=O)OC(C)(C)C)o1	108	1	-4	8[fluorescence artefact?]	2	2	1.1	-4	-4
C=C1c2cc(C)ccc2NC(=O)N1c1ccc(C)cc1	106	0.9	-9	-3	0	7	1.1	0	-6
CCC(CC)C(=O)Nc1cc(OC)c(OC)cc1C(=O)O	110	1.1	-3[fluorescence artefact?]	-3	2	0	1.1	2	-11
Cc1c(C(=O)NCc2ccccn2)sc2nc(-c3ccccc3)cn12	113[fluorescence artefact?]	1.1	-8	-4	-2	-1	1.3	x	-65
Cc1ccc(S(=O)(=O)Nc2nc3ccccc3s2)cc1	75	0.8	-3[fluorescence artefact?]	13	-2	-1	1.1	-2	5
CCC(=O)Nc1ccc(C(=O)n2nc(C)cc2C)cc1	94	1.1	-1	3	0	-6	1.2	-6	8
N#Cc1cn(CCOc2ccccc2F)c2ccccc12	105	0.9	-3	-12	5	-5	1.6	5	9

Of the compounds above, these contain an aryl methoxy group.
SMILES	ERa coact pot	PLAP act	ERb SRC1 inh	ERa coact inh	Mac1 fbg enh	E coli WT exp	MT1-MMP txn act	FAK blocker	Mac1 fbg inh
COc1ccc(S(=O)(=O)NCCc2ccc(F)cc2)cc1	105	0.5	-12	-8	4	6	1.2	-1	-41
COc1ccc(NC(=O)c2c(C)cc(=O)oc2C)c(OC)c1	97	1	11	18	-1	-4	1	1	-14
CCC(CC)C(=O)Nc1cc(OC)c(OC)cc1C(=O)O	110	1.1	-3[fluorescence artefact?]	-3	2	0	1.1	2	-11

Remaining list, next part.
SMILES	ERa coact pot	PLAP act	ERb SRC1 inh	ERa coact inh	Mac1 fbg enh	E coli WT exp	MT1-MMP txn act	FAK blocker	Mac1 fbg inh
CCOC(=O)c1c(C)c(C(=O)NCc2cccs2)c(C)n1C	113	1.1	2[fluorescence artefact?]	2[fluorescence artefact?]	x	-3	1.2	-2	x
CCC(Sc1ncccn1)C(=O)Nc1cc(C)on1 (stereo unspecified)	110	x	-7	-2	x	x	1.1	-1	x
O=C(CC(NCCN1CCOCC1)C(=O)O)Nc1cccc(Cl)c1 (stereo unspecified)	126[fluorescence artefact?]	x	2	-4	x	x	1.2	x	x
O=C(Nc1nc(-c2ccc(Cl)cc2)cs1)c1cccnc1	121	1	-9	11	4	2	0.9	-2	8
COCCN(Cc1cc2cc3c(cc2n2nnnc12)OCO3)C(=O)c1ccccc1F	122	1.2	4	0	0	-2	1.1	-5	-25
Nn1cnnc1N/N=C/c1cc([N+](=O)[O-])c(Cl)cc1Cl	600*[fluorescence artefact?]	1	-3	26	7	7	1.1	1	2
CN1Cc2cc(C(=O)c3cc(Cl)cc(CSc4ncccn4)c3O)cnc2NC1=O	123	1	21	56*	79	-7	0.3	-6	-2
COC(=O)CCn1nnc(-c2ccc(C)cc2)n1	112	1.1	-1	0	2	-3	1.3	-1	-36
C=C(C)Cn1c(N2CCC(Cc3ccccc3)CC2)nc2c1c(=O)[nH]c(=O)n2C	68	x	-1[fluorescence artefact?]	19[fluorescence artefact?]	x	-7	1.1	1	x
CC(=O)Nc1cc(S(=O)(=O)C(F)(F)F)ccc1Cl	110	1	8	6[fluorescence artefact?]	0	-3	1	-2	-11
CSc1nnc(-c2nnc(SC)n2-c2ccccc2)n1-c1ccccc1	99	1.2	-21	-3[fluorescence artefact?]	-1	-5	1.1	-1	4
Cc1ccn2cc(C(=O)Nc3ccccc3N3CCOCC3)nc2c1	112	0.9	6	-6	2	3	1.3	1	-7
COc1ccc(OCC(=O)O/N=C(\N)Cc2ccc(Cl)cc2Cl)cc1	91	0.8	-8	-2	-4	0	1.2	1	8
COc1ccc(CNc2nc3nc(C)cc(C)n3n2)cc1OC	x	1.4	x	x	x	-1	1	-4	x
CCc1ccc2c(c1)cc(CN(C(=S)Nc1ccccc1Cl)C1CC1)c1nnnn12	x	1	x	x	-1	-8	x	1	4
O=C(CN(Cc1cccs1)C(=O)CN1C(=O)COc2ccccc21)NCc1ccco1	113	0.8	-3[fluorescence artefact?]	5	3	6	1	0	-18
COC(=O)c1sccc1NC(=O)c1ccc(OC)c(OC)c1	145	0.9	8[fluorescence artefact?]	0[fluorescence artefact?]	-5	-7	0.9	1	4
Cc1[nH]c(=O)c(C#N)c2c1CCCC2	106	0.9	-3[fluorescence artefact?]	1	0	6	1.1	8	-12
Cc1cc(NS(=O)(=O)c2ccc(Br)s2)no1	95	x	-2	-2	x	x	1.2	2	x
COc1cc(-c2nc(-c3ccccn3)no2)cc(OC)c1OC	90[fluorescence artefact?]	0.9	-5	4[fluorescence artefact?]	-2	x	1.6	x	-20
Cn1c(N)c(C(=O)NCc2ccccc2)sc1=S	84	0.9	-2	0	0	11	1.1	x	-20
O=C(c1cc(-c2cccs2)nc2ccccc12)N1CCN(S(=O)(=O)c2ccccc2)CC1	201*[fluorescence artefact?]	1.7	17	1	-2	-7	1.1	-1	3
COc1ncnc2c1N=C1CC(C)(C)CC(N)=C1S2	x	1	x	x	4	8	1	0	-28
CC(C)(C)C(=O)C(Cc1ccccc1)n1cncn1 (stereo unspecified)	93	0.9	-2	-5	-3	-2	1.1	-1	-2
COc1ccc(Cn2nnc3c(=O)[nH]c(C4CCN(C(=O)c5ccccc5Cl)CC4)nc32)cc1	x	1.1	x	x	x	-12	1	-6	x
COC(=O)C1=C(C)Nc2nnnn2C1c1cccs1 (stereo unspecified)	118	0.9	0	5	9	8	1.1	4	-10
CCOC(=O)Cn1c(=O)c2c(nc(Br)n2CC(=O)OCC)n(C)c1=O	123[fluorescence artefact?]	1	-12	-6	-2	4	1.1	-10	-1
CCOC(=O)c1[nH]c(C)c(/C(O)=C2\C(=O)C(=O)N(CCCN(C)C)C2c2ccncc2)c1C (stereo unspecified)	x	1	x	x	-7	2	x	-7	-10
Cc1nc(NC(=O)CN(C)S(=O)(=O)c2ccc(Br)cc2)sc1C	120	0.9	-4[fluorescence artefact?]	5[fluorescence artefact?]	-2	-3	1	0	-28
COc1ccc(NC(=O)CSc2nc(NS(=O)(=O)c3ccc(C)cc3)cc(=O)[nH]2)cc1	118	0.7	-7	-5	-1	-5	1.3	6	-1
CC(C)(C)N1CC(c2nc3ccccc3n2Cc2ccc(Cl)cc2)CC1=O (stereo unspecified)	92	1.8	-4	0	0	11	1.2	1	20
O=C(CSc1cccc2cccc(Cl)c12)OCC(=O)N1CCN(C(=O)c2ccco2)CC1	97[fluorescence artefact?]	1.5	11	24[fluorescence artefact?]	0	2	1.2	5	-12
Cc1nnc(SCC(=O)Nc2nc(C(C)(C)C)cs2)s1	103[fluorescence artefact?]	0.8	7	6	3	-1	x	0	-13
O=C(NCCCn1ccnc1)c1cc(C2CC2)on1	54[fluorescence artefact?]	1.1	16	21[fluorescence artefact?]	-1	6	1.1	x	-6
CCCCC(=O)Nc1ccc(C(=O)NN2C(=O)c3ccccc3C2=O)cc1	x	0.9	x	x	-3	-5	x	-5	-26
Nc1cccc(-c2nc3ccccc3[nH]2)c1	110	x	-2	2	x	1	1.5	2	x
COC(=O)c1ccc(NC(=O)c2ccccc2)o1	x	0.9	x	x	1	12	x	-1	20
CC1(C)CCCC2=C1CC1C(=O)N(Cc3cccnc3)C(=O)C1C2 (stereo unspecified)	108	1.1	0[fluorescence artefact?]	1	-5	-1	1	1	2
Clc1ccc(Cl)c(-c2ccc(/C=N/c3ncn[nH]3)o2)c1	91[fluorescence artefact?]	0.9	-14	-10	-3	6	1.3	-29	16
O=C(Nc1ccc2ccccc2c1)N1CCN(c2ncccc2C(F)(F)F)CC1	103	0.9	-8	4	1	3	1.1	-4	2
